RXFP1 antag: qHTS Assay for Antagonists of the Relaxin Receptor RXFP1 | Relaxin receptor 1 (Homo sapiens), Q9HBX9 | HEK293-RXFP1, relaxin-stimulated cAMP HTRF, 30 min; active compounds read low | activity change, negative = inhibition, % at 57.5 µM | 350,000 compounds, 0.59% hits;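 active means activity change of -60% or lower, but not beyond a set lower limit; inconclusive means change between -60% and -40%, or beyond the set limit; inactive means change above -40%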; further: on the % scale 0 is the no-effect control and ±100 the full control effect
Target sequence (Q9HBX9 whole entry, looked up): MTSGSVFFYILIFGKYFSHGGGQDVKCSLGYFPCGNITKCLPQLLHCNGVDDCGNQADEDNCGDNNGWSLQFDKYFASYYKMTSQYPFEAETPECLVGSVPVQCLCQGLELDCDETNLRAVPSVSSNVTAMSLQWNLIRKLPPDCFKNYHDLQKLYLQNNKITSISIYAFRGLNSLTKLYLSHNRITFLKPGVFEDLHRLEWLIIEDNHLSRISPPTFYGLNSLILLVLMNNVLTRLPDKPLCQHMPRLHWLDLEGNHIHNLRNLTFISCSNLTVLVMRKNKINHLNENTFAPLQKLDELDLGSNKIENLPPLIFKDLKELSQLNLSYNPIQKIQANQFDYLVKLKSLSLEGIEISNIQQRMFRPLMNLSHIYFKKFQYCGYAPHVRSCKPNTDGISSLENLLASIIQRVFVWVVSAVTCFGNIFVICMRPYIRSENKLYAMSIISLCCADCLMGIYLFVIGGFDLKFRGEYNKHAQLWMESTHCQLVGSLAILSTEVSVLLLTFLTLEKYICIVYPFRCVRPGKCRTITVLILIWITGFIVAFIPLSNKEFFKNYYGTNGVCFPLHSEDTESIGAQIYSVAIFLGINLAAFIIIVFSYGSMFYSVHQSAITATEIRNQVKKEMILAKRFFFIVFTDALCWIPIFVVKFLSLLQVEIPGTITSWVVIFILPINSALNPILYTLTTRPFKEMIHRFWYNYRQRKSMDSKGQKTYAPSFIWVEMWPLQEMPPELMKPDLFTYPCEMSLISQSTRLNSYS
APEX1 inh: qHTS Assay for Inhibitors of the Human Apurinic/apyrimidinic Endonuclease 1 (APE1); DNA repair nuclease/redox regulator APEX1 (Homo sapiens), P27695; recombinant APE1, TAMRA/BHQ-2 abasic DNA cleavage fluorescence; Potency, µM (doses to about 65.8 µM), inactives show top-dose activity change, negative = inhibition, most hits filed as inhibitors; 350,000 compounds, 0.35% hits; AID 2517, 2012;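 further: potency means the concentration at half of the fitted maximal effect; plate controls were vehicle for no effect and reference inhibitor for full effect; nearly all actives have a fitted effect of over 55% in size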
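0.75 nM APE1 + cpd, 15 min RT; start w/ 50 nM TAMRA/BHQ-2 THF-abasic dsDNA; kinetic fluor 525/598 nm ×3 reads @60 s; Δ(read3−read1); normalized to DMSO and NSC13755 control wells.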
POLH inh: qHTS for Inhibitors of Polymerase Eta. DNA polymerase eta (Homo sapiens), Q9Y253. recombinant Pol eta, fluorescent DNA replication assay. Potency, µM (series often up to 114 µM), inactives show at the highest dose activity change, negative = inhibition, actives largely listed as inhibitors. 390,000 compounds, 1.2% hits; further: potency means the concentration at half of the fitted maximal effect; on the % scale 0 is the no-effect control and ±100 the full control effect
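Pol eta at 10 nM preincubated with compounds 15 min at room temperature; reaction started with fluorescent substrate (50 nM final) and read kinetically at 0 and 10 min.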
Anesthetic bind: qHTS Assay for Identification of Novel General Anesthetics | Ferritin light chain (Equus caballus), P02791 | apoferritin/1-aminoanthracene competitive binding, fluorescence | 350,000 compounds, 0.074% hits | Potency, µM (titrated, usually from 77.5 µM), for the others: top-dose activity change, negative = displacement, usual class: inhibitors; further: potency means the concentration at half of the fitted maximal effect; on the % scale 0 is the no-effect control and ±100 the full control effect; nearly all actives have a fitted effect of over 20% in size
Target sequence (P02791 2-175 limits assumed): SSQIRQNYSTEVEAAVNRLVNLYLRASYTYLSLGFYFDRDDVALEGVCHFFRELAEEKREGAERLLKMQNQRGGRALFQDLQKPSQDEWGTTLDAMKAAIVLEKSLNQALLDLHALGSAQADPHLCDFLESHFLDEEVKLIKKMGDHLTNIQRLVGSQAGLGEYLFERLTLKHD
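Horse-spleen apoferritin (10 uM) was mixed with 50% saturated 1-aminoanthracene in PBS, exposed to compounds for 10 min at room temperature, and read for fluorescence (ex 380 nm, em 535 nm). Competitive displacement was fitted with a four-parameter Hill equation.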
POLI inh: qHTS for Inhibitors of Polymerase Iota; Pol iota fluorescent replication assay, 10 min; Potency, µM (series often up to 115 µM), for the others: top-dose activity, negative = inhibition, usual class: inhibitors; 390,000 compounds, 1% hits; AID 588590, 2011; further: potency means the concentration at half of the fitted maximal effect
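Pol iota at 10 nM preincubated 15 min with compounds at room temperature; reaction started with fluorescent substrate, 50 nM final. Fluorescence read kinetically at 0 and 10 min; buffer-only wells as negative control.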
BLM inh: qHTS Assay for Inhibitors of Bloom's syndrome helicase (BLM) | AID 2528, 2010 | Potency, µM (doses to about 56.1 µM), inactives show at the highest dose activity change, negative = inhibition, most hits filed as inhibitors | 350,000 compounds, 0.2% hits | RecQ-like DNA helicase BLM (Homo sapiens), P54132 | recombinant BLM DNA unwinding, fluorescence dequenching;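 further: potency means the concentration at half of the fitted maximal effect; plate controls were vehicle for no effect and no enzyme for full effect; nearly all actives have a fitted effect of over 35% in size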
Pol beta inh: qHTS Assay for Inhibitors of DNA Polymerase Beta; 340,000 compounds, 1.3% hits; Potency, µM (series often up to 114 µM), for the others: top-dose activity change, negative = inhibition, most hits filed as inhibitors; P06746; Pol beta primer extension/strand displacement, fluorescence kinetic; further: potency means the concentration at half of the fitted maximal effect; on the % scale 0 is the no-effect control and ±100 the full control effect
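Preincubation: enzyme (10 nM) with compound, 15 min, RT. Reaction: substrate added to 50 nM final. Reads: 0 and 10 min. Analysis: normalized, Hill fit.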
PGK inhibitor: qHTS Assay to Find Inhibitors of Phosphoglycerate Kinase; Phosphoglycerate kinase, glycosomal (Trypanosoma brucei brucei), P07378; PGK/GAPDH coupled, Kinase-Glo luminescence, 60 min; Potency, µM (series often up to 57.5 µM), without a hit: top-dose activity change, negative = inhibition, hits mostly inhibitors; 380,000 compounds, 0.043% hits; AID 602233, 2012; further: potency means the concentration at half of the fitted maximal effect; on the % scale 0 is the no-effect control and ±100 the full control effect; nearly all actives have a fitted effect of over 60% in size
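Luminescent ATP detection (Kinase-Glo Plus) follows a 60-minute room-temperature incubation, with wells lacking PGK as controls. Buffer: 100 mM TEA (pH 7.6), 5 mM MgCl2, 0.01% Tween-20. Coupling enzyme GAPDH (100 nM final) supplies unstable 1,3-BPG in-well.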
POLK inh: qHTS for Inhibitors of Polymerase Kappa | DNA polymerase kappa (Homo sapiens), Q9UBT6 | purified Pol kappa, fluorescent DNA synthesis assay, 10 min | Potency, µM (top dose mostly 107 µM), for inactives: top-dose activity, negative = inhibition, most hits filed as inhibitors | 400,000 compounds, 0.53% hits; further: potency means the concentration at half of the fitted maximal effect; on the % scale 0 is the no-effect control and ±100 the full control effect
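Fluorescent qHTS in 1536-well format: enzyme (10 nM) and compound sat 15 min at room temperature before 50 nM substrate (final) was added. Signal taken at 0 and 10 min; no-enzyme buffer wells were negative controls.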
An asterisk follows results filed as active; i = inactive; ? = inconclusive; · = no result given; [ ] = another dose, or the depositor's remark. Unless noted, the call rests on the fitted dose curve; in most records, active means well fitted curve in the direction sought with a large enough effect; inconclusive means small, poorly fitted or top-dose-only effect, or another doubt; inactive means no such curve, though single readings can be large; an effect the other way counts as inactive or inconclusive.

SMILES	RXFP1 antag	APEX1 inh	POLH inh	Anesthetic bind	POLI inh	BLM inh	Pol beta inh	PGK inhibitor	POLK inh
Cc1ccc(C2C(C#N)=C(N)Oc3nc(-c4ccccc4)[nH]c32)o1 (stereo not given)	7	-2%	-1%	-24%	?	-1%	-1%	-9%	-26%
COc1ccc(OC)c(Nc2ncc3c(n2)CCN(Cc2cc(OC)c(OC)c(OC)c2)C3)c1	-5	·	·	15%	1%	-2%	-13%	·	-9%[60.1 µM]
CCc1ccc(C2=C(C)C(N3CCC(C(=O)Nc4ccc(F)cc4)CC3)=NS2(=O)=O)cc1	-26	·	·	-12%	?	-14%	22µM*	·	-11%
Cc1c(C)n(C)c2ccc(C(=O)NCCc3ccc(Cl)cc3)cc12	-21	·	-12%	-3%	-8%	-5%	-29%	0%	-14%
O=C(CN(c1ccccn1)S(=O)(=O)c1ccc(F)cc1)Nc1ccccc1	-2	20%	-5%	-4%	39%	-11%	34%[activator]	i	-3%
CCN1C(=O)[C@H]2[C@@H](c3ccc(-c4cc(C(C)=O)cs4)cc3)N[C@@](Cc3ccccc3)(C(=O)OC)[C@H]2C1=O	·	-3%	0%	·	?	·	·	1%	-12%
CCCCN(CC)CCNc1ncnc2onc(-c3ccc(Cl)cc3)c12	·	·	-22%	-8%	32%	5%	-1%	-8%	-1%
COc1ccccc1NS(=O)(=O)c1ccc(C(=O)N2CC(C)OC(C)C2)cc1 (stereo not given)	1	13%	-6%	·	4%	·	·	i	-16%
O=C(OCC1CCCO1)c1ccc2c(c1)N(Cc1ccccc1F)C(=O)c1ccccc1S2(=O)=O (stereo not given)	-12	·	-17%	-12%	23%	-5%	0%	-7%	-4%
CCOC(=O)CC(NC(=O)c1cc2ccccc2oc1=O)c1cccc([N+](=O)[O-])c1 (stereo not given)	1	12%	-18%	-3%	63%[activator]	0%	32%	0%	-3%
O=C1Cc2ccccc2C(=O)N1CCc1ccccc1	-1	-13%	-3%	-11%	?	?	11%	-1%	-15%
Cc1cccc(C)c1NC(=O)COC(=O)c1ccc2[nH]c3c(c2c1)CCCC3	-6	-3%	6%	-4%	23%	0%	2%	0%	-16%
COC(=O)c1ccc(NC(=O)c2cccc(N3C(=O)C4C5C=CC(C6CC56)C4C3=O)c2)cc1 (stereo not given)	-5	13%	-14%	?	18%	-9%	-23%	-6%	-15%
CCc1nn(CC(=O)NCCc2ccc(SC)cc2)c(=O)c2cc3sccc3n12	-9	·	-13%	4%	0%	-1%	-2%	-4%	-10%
COc1ccc(S(=O)(=O)/N=C2/NC(=O)/C(=C\c3cc(OC)c(OC)cc3[N+](=O)[O-])S2)cc1	-1	2%	-20%	-22%	-11%	-3%	4%	-11%	-6%
O=C(Oc1ccc(Br)cc1C(=S)N1CCCC1)c1ccccc1F	-24	0%	-21%	-13%	6%	-5%	17%	-7%	-14%
CCc1cccc(NC(=O)CCCn2c(=O)[nH]c3ccsc3c2=O)c1	26	11%	0%	-15%	15%	2%	21%	-6%	-4%
CCOC(=O)N1CCN(C(=O)CS(=O)(=O)c2cn(Cc3ccccc3C)c3ccccc23)CC1	7	12%	12%	-3%	7%	-13%	20%	-6%	-6%
O=C(O)CC(NNC(=O)c1ccccc1)C(=O)Nc1cccc([N+](=O)[O-])c1 (stereo not given)	12	0%	-4%	-4%	2%	2%	-1%	i	-6%
O=C(O)c1ccccc1-c1nc2ccccc2n1-c1ccccc1	-2	3%	-11%	-11%	3%	0%	0%	-3%	-26%
COc1ccc(S(=O)(=O)N2CCCOC2CNC(=O)C(=O)NCCCN2CCOCC2)cc1 (stereo not given)	-2	11%	-3%	-2%	-1%	1%	25%	-7%	-12%
Cn1c(=O)c2c(nc(Br)n2C/C=N/NC(N)=S)n(C)c1=O	-11	-2%	-16%	3%	42%[activator]	-5%	2%	-1%	1%
NC(=O)c1ccc(NC(=O)COC(=O)CNC(=O)c2sc3ccccc3c2Cl)cc1	7	-18%	-7%	·	6%	·	·	0%	8%
O=C(CNC(=O)Cc1ccccc1)NCC(=O)OCc1ccc(C(=O)c2ccccc2)cc1	9	2%	7%	-10%	?	-8%	-79%	i	-22%
Cc1ccc(S(=O)(=O)c2c(C)nn(C(C)(C)C)c2OC(=O)C(C)(C)C)cc1	-29	-5%	-9%	43%[activator]	5%	-11%	4%	-6%	-10%
Cc1cc(C)nc(N2CCC(C(=O)NC3CCCc4ccccc43)CC2)n1 (stereo not given)	-1	-2%	1%	-5%	?	0%	-12%	i	-7%
CC(=O)c1ccc(N2CCN(C(=O)CNS(=O)(=O)c3ccc4c(c3)OCCCO4)CC2)c(F)c1	-15	0%	-1%	·	-2%	·	·	-5%	-11%
Cc1ccc(NC(=S)N2CCC(NC(=O)c3ccco3)CC2)cc1C	-10	43%	5%	4%	8%	1%	15%	-15%	3%
Cc1ccc(CNc2nc3c(S(=O)(=O)c4ccc(C)c(C)c4)nnn3c3ccc(Cl)cc23)cc1	-15	·	-16%	0%	30%	-2%	4%	9%	5%
COc1c(N2CCN(C(=S)Nc3ccc(F)cc3)C(C)C2)c(F)cc2c(=O)c(C(=O)O)cn(C3CC3)c12 (stereo not given)	-1	14%	2%	-5%	-1%	2%	5%	-1%	-2%

A run of entries from further up:
SMILES	RXFP1 antag	APEX1 inh	POLH inh	Anesthetic bind	POLI inh	BLM inh	Pol beta inh	PGK inhibitor	POLK inh
COc1ccc(S(=O)(=O)N2CCCOC2CNC(=O)C(=O)NCCCN2CCOCC2)cc1 (stereo not given)	-2	11%	-3%	-2%	-1%	1%	25%	-7%	-12%
Cn1c(=O)c2c(nc(Br)n2C/C=N/NC(N)=S)n(C)c1=O	-11	-2%	-16%	3%	42%[activator]	-5%	2%	-1%	1%
NC(=O)c1ccc(NC(=O)COC(=O)CNC(=O)c2sc3ccccc3c2Cl)cc1	7	-18%	-7%	·	6%	·	·	0%	8%
O=C(CNC(=O)Cc1ccccc1)NCC(=O)OCc1ccc(C(=O)c2ccccc2)cc1	9	2%	7%	-10%	?	-8%	-79%	i	-22%
Cc1ccc(S(=O)(=O)c2c(C)nn(C(C)(C)C)c2OC(=O)C(C)(C)C)cc1	-29	-5%	-9%	43%[activator]	5%	-11%	4%	-6%	-10%
Cc1cc(C)nc(N2CCC(C(=O)NC3CCCc4ccccc43)CC2)n1 (stereo not given)	-1	-2%	1%	-5%	?	0%	-12%	i	-7%
CC(=O)c1ccc(N2CCN(C(=O)CNS(=O)(=O)c3ccc4c(c3)OCCCO4)CC2)c(F)c1	-15	0%	-1%	·	-2%	·	·	-5%	-11%
Cc1ccc(NC(=S)N2CCC(NC(=O)c3ccco3)CC2)cc1C	-10	43%	5%	4%	8%	1%	15%	-15%	3%
Cc1ccc(CNc2nc3c(S(=O)(=O)c4ccc(C)c(C)c4)nnn3c3ccc(Cl)cc23)cc1	-15	·	-16%	0%	30%	-2%	4%	9%	5%
COc1c(N2CCN(C(=S)Nc3ccc(F)cc3)C(C)C2)c(F)cc2c(=O)c(C(=O)O)cn(C3CC3)c12 (stereo not given)	-1	14%	2%	-5%	-1%	2%	5%	-1%	-2%

Continuation.
SMILES	RXFP1 antag	APEX1 inh	POLH inh	Anesthetic bind	POLI inh	BLM inh	Pol beta inh	PGK inhibitor	POLK inh
CC12CC3CC(C)(C1)CC(C(=O)Nc1nncs1)(C3)C2	-2	19%	-4%	?	84%[activator]	-8%	-10%	0%	-13%
CC(/C=N/NC(=O)c1nnn(-c2nonc2N)c1CN(C)C)=C\c1ccco1	8	6%	-7%	-13%	20µM*	-5%	0%	4%	79µM*
Cc1ccc(CNC(=O)c2ccc(N3CCc4ccccc43)c([N+](=O)[O-])c2)cc1	-2	-1%	-20%	-8%	185%[activator]	-1%	2%	i	-10%
CCOC(=O)C(C)On1c(-c2ccc(Cl)cc2)nc2ccc([N+](=O)[O-])cc21 (stereo not given)	-13	-2%	?	-17%	5%	-8%	1%	i	-5%
COc1cccc(OC)c1-c1nn2c(-c3ccccc3Cl)nnc2s1	1	7%	?	37%[activator]	5%	-1%	-13%	-10%	-9%
CN(CC(=O)NC(=O)NCc1ccccc1)Cc1ccc(Cl)c(Cl)c1	-13	-5%	-18%	-17%	2%	-1%	18%	-1%	-3%
Cc1nn(-c2ccccc2)c2sc(C(=O)Nc3cccc(O)c3)cc12	·	·	-26%	-9%	-21%	-12%	-24%	-5%	-12%
O=C1OCC=C1NNC(=O)c1cccnc1	6	6%	8%	-2%	19%	-1%	-3%	-10%	10%
Cc1ccc(NC(=O)C2CCC(CNc3c(N4CCC(C)CC4)c(=O)c3=O)CC2)cc1F (stereo not given)	21	3%	-4%	-1%	25%	-4%	-8%	i	-2%
CCc1nc(SCC(=O)c2ccccc2)c2c(=O)n(C)c(=O)n(C)c2n1	?	6%	-24%	5%	75%[activator]	-1%	-1%	3%	-3%
CC1(C)SC(=S)N(/N=C/c2ccccc2O)C1N(O)C(=O)Nc1ccccc1 (stereo not given)	-18	-4%	-12%	-6%	-21%	-13%	-15%	1%	-20%
CCOC(=O)Cc1nnc(NC(=O)CC)s1	-9	-2%	-10%	-11%	5%	0%	0%	-11%	-3%
CCCn1cc(SCC(=O)Nc2nnc(C)s2)c2ccccc21	4	1%	-15%	-5%	36%[activator]	-2%	-7%	5%	-2%

Assay outcomes as filed in PubChem.

Only part of the results is shown; count on the stated rates, not on these rows.
